Assay outcomes as filed in PubChem BioAssay.
SR-BI DiI-HDL act: activators of SR-BI mediated HDL lipid uptake. CHO ldlA[mSR-BI] cells, DiI-HDL uptake fluorescence, 3 h; 100 = double the neutral-control signal. activation, % at 12.5 µM. 320,000 compounds, 0.096% hits. AID 504775;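 active = mean replicate activation of at least 60% and every replicate at or above 60%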;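 also: 0% = median plate neutral-control signal and 100% = twice that signal; values of inactives mirror those of a sister screen read the other way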
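Material – SR-BI-overexpressing, LDLR-lacking CHO cells · Medium – BSA-supplemented, HEPES-buffered Ham's F12, pH 7.4 · Doses – single concentration · Times – compound with DiI-HDL co-incubation, 3 h at 37 °C · Measured by – bottom-read fluorescence, 550/595 nm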
LANA DNA inh: KSHV C-LANA DNA binding inhibition | inhibition, % at 9 µM | MBP-C-LANA/FAM-LBS DNA binding, fluorescence polarization | AID 504423 | 340,000 compounds, 0.078% hits;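 active = highest replicate inhibition at or above 60% at 9 µM, even if other replicates fall short; inactive = all replicates below 60% inhibition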;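 also: 0% = neutral control wells and 100% = 4 µM acridine orange control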
DAGLB inh: diacylglycerol lipase beta (human) inhibition; AID 504411; inhibition, % at 5.17 µM; HEK293T DAGLB membrane lysate, EnzChek fluorogenic substrate; 340,000 compounds, 0.059% hits; Q8NCG7; in the data active = inhibition above about 34%;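 also: 0% = enzyme with vehicle and 100% = wells lacking enzyme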
PKA-R2B act: PKA-R2B complex activation. P22694+P31323. PKA-R2B holoenzyme dissociation, Cy5-IP20 fluorescence polarization; R2B truncated from residue 108, S112A mutant; 0% DMSO only, 100% 113 µM cGMP. activation, % at 11.4 µM. 340,000 compounds, 0.079% hits. AID 504700;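 active = activation above a cutoff set at the mean over all compounds plus 3 SD, cut at about 18% in these data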;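 also: higher means more holoenzyme dissociation and a rise in polarization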
Target sequence (P31323 whole entry, looked up, other chains not shown, the tested form may be a part): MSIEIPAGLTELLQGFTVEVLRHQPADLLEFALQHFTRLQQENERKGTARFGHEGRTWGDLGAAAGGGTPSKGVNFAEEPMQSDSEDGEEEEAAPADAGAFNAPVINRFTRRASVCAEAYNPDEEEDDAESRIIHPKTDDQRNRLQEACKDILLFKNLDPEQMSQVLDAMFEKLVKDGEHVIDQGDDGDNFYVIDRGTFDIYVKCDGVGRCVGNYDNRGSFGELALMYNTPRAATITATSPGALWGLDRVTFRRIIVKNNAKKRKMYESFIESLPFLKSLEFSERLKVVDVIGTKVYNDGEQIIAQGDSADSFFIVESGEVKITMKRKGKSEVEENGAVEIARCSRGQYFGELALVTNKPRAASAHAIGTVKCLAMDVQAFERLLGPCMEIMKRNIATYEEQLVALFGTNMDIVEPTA
Arrestin-AP2 inh: blocks beta-arrestin peptide binding to AP2 adaptin | FITC-arrestin peptide / GST-AP2 beads, flow cytometry; AP2 beta2 appendage carries R879A mutation | inhibition, % at 10 µM | 340,000 compounds, 0.31% hits | AID 504490;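 active = inhibition above a set limit, near 3 SD of compounds lacking own fluorescence, cut at about 54% in these data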;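 also: plate controls were DMSO wells for no effect and 5 µM unlabelled arrestin peptide for full effect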
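System: GST-AP2 R879A glutathione beads. Medium: PBS with 0.05% Tween 20 and 0.1% BSA. Also added: FITC-arrestin peptide, 50 nM. Incubation: 12 min plus 1 h, RT. Measured by: high-throughput flow cytometry of beads, ex 488, em 535 nm. Evaluation: percent drop in bead-associated FITC signal.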
NSD2 inh: blocks human histone methyltransferase NSD2; 310,000 compounds, 0.54% hits; inhibition, % at 12.5 µM; NSD2 peptide methylation, AlphaScreen, 120 min; AID 743445; O96028; in the data active = inhibition above about 50%
PvdQ inh: P. aeruginosa PvdQ acylase inhibition. purified PvdQ acylase, fluorescence plate reader. inhibition, % at 10 µM. 340,000 compounds, 0.063% hits. AID 488965; in the data active = inhibition above about 30%, passing the limit was not always enough;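 also: 0% = vehicle neutral wells and 100% = reference inhibitor wells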
Keap1-Nrf2 PPI: inhibitors of human Keap1-Nrf2 protein-protein interaction; Q14145; inhibition, % at 9.4 µM; Keap1 Kelch-Nrf2 peptide fluorescence polarization, 1536-well; 340,000 compounds, 0.15% hits; in the data active = inhibition above about 12%;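 also: human Keap1 Kelch domain with fluorescein labeled Nrf2 9mer peptide probe; 0% = neutral control wells and 100% = peptide positive control; higher means more block of Keap1 binding to Nrf2 peptide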
Target sequence (Q14145 whole entry, looked up, the tested form may be a part): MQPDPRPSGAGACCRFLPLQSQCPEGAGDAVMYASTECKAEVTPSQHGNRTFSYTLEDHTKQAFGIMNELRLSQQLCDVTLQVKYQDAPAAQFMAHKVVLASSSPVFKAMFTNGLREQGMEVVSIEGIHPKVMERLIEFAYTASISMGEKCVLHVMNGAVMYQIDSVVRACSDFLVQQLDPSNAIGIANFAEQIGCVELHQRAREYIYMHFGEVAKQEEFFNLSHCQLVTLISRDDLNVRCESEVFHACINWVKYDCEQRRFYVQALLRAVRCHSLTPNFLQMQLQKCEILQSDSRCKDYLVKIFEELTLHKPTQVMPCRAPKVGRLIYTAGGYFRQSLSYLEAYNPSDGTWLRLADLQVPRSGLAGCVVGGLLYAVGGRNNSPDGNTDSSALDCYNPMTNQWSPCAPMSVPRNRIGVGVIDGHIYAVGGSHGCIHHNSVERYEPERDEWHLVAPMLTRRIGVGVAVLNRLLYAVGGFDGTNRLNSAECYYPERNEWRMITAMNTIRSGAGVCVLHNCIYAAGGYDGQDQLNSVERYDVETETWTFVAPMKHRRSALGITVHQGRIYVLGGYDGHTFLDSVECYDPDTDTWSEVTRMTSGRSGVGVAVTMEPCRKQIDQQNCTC
RTF Ca sens inh: cardiac RTF calcium desensitization; P19429+P45379; IANBD-labeled cardiac RTF, Ca2+ fluorescence; inhibition, % at 7.15 µM; 340,000 compounds, 0.12% hits;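 active = inhibition above the mean inhibition of all tested compounds plus 3 SD, cut at about 17% in these data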;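 also: assay run at fixed EC70 calcium of 1.6 mM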
SR-BI HDL uptake: inhibitors of mouse SR-BI mediated HDL lipid uptake. Q61009. ldlA[mSR-BI] CHO cells, DiI-HDL uptake fluorescence, 3 h. inhibition, % at 12.5 µM. 320,000 compounds, 0.96% hits;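 active = mean replicate inhibition of at least 70% and a set share of replicates each scoring 70 or more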;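 also: 0% = median of neutral control wells and 100% = median of positive control wells; values of inactives mirror those of a sister screen read the other way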
* marks the source's active call; other numbers are inactive results; nt = not tested or not shown.

SMILES	SR-BI DiI-HDL act	LANA DNA inh	DAGLB inh	PKA-R2B act	Arrestin-AP2 inh	NSD2 inh	PvdQ inh	Keap1-Nrf2 PPI	RTF Ca sens inh	SR-BI HDL uptake
Cc1ccc(N(C)S(=O)(=O)c2c[nH]c3ccc([N+](=O)[O-])cc23)cc1	-24	0.3	-6	4	32	-1	-22	1	-5	24
O=[N+]([O-])c1ccc(NN=Cc2ccc(O)cc2O)nc1	-46	-1.4	14	-2	-5	1	-8	-8	2	46
CCN(CC)S(=O)(=O)c1ccc(O)c(NC(=O)COc2ccc(S(=O)(=O)N3CCOCC3)cc2)c1	23	-0.7	-4	-13	-2	0	-25	-1	-6	-23
O=C(CN1c2ccccc2Sc2ccccc21)NNC(=S)Nc1ccc(Cl)cc1	-63	-1.2	7	-1	11	0	-19	-5	1	63
O=C(OCC(=O)c1ccc[nH]1)c1ccccc1	nt	-1.6	4	-2	19	0	-5	1	-12	nt
O=c1c2ccccc2nc2c3ccccc3c(NCc3ccccn3)nn12	24	-0.2	-1	-10	11	-1	-9	-3	2	-24
COCCN(C(=O)Nc1ccc(F)cc1F)c1nc2ccccc2s1	6	0.7	-5	-2	26	0	11	0	-6	-6
COc1cc(OC)cc(C(=O)N2CCC(n3c(C)nc4cc(F)ccc43)CC2)c1	nt	-2.0	1	-7	5	-4	-18	-9	-13	-114
O=C(Nc1nc2cc3c(cc2s1)OCO3)C1CC1	-11	0.0	1	-1	-22	-1	-9	-5	4	11
Cc1cc(NC(=O)CSCC(=O)Nc2cc(C(F)(F)F)ccc2N2CCCCC2)no1	-24	0.1	-1	1	-16	4	-4	-2	10	24
COC(=O)/C=C1\SC(=NC(=O)c2ccc(-c3ccccc3)cc2)NC1=O	-4	0.4	10	4	-12	6	-9	3	-1	4
COc1ccc(C(=O)Nc2ccccc2C(=O)N2CCN(c3ccccc3)CC2)cc1	-6	-3.4	-4	7	15	0	-5	0	-5	6
O=C(C[n+]1ccccc1)N/N=C/c1ccc(O)cc1	15	-0.7	1	-8	-2	-3	-4	-2	5	-15
O=C(OCC(=O)N1CCCC1)c1ccc(Cl)c([N+](=O)[O-])c1	5	0.0	0	-8	-1	0	-7	-2	-6	-5
CC1CCN(C(=O)CN(c2ccc(Oc3ccccc3)cc2)S(C)(=O)=O)CC1	22	2.2	0	-6	5	-1	1	3	3	-22
Cc1cc(C)c(C)c(S(=O)(=O)N2C(=S)NC(=O)C2C(C)C)c1C (centres undefined)	30	-1.5	2	13	6	2	-7	-2	0	-30
O=S(=O)(c1ccc(Cl)cc1)N1CCN(c2ccc(N3CCOCC3)nn2)CC1	-18	-0.1	-2	6	22	2	-7	0	-9	18
Cc1coc2c1c(C)cc1oc(=O)c(CC(=O)NCC(=O)NCC(=O)O)c(C)c12	10	-5.3	-3	-8	13	-1	3	5	-5	-10
CCOC(=O)c1c[nH]n2c(=O)cc(C)nc12	5	-1.0	nt	nt	-4	-3	8	-3	nt	-5
Cc1nnc(SCC(=O)N(C)C2CCS(=O)(=O)C2)n1Cc1ccccc1 (centres undefined)	15	0.3	0	-7	-23	nt	-18	-4	0	-15

Sorted by value in NSD2 inh (largest number first): some entries from above
compound	SR-BI DiI-HDL act	LANA DNA inh	DAGLB inh	PKA-R2B act	Arrestin-AP2 inh	NSD2 inh	PvdQ inh	Keap1-Nrf2 PPI	SR-BI HDL uptake
CCN(CC)S(=O)(=O)c1ccc(O)c(NC(=O)COc2ccc(S(=O)(=O)N3CCOCC3)cc2)c1	23	-0.7	-4	-13	-2	0	-25	-1	-23
Cc1coc2c1c(C)cc1oc(=O)c(CC(=O)NCC(=O)NCC(=O)O)c(C)c12	10	-5.3	-3	-8	13	-1	3	5	-10
COc1cc(OC)cc(C(=O)N2CCC(n3c(C)nc4cc(F)ccc43)CC2)c1	nt	-2.0	1	-7	5	-4	-18	-9	-114

(more compounds)
SMILES	SR-BI DiI-HDL act	LANA DNA inh	DAGLB inh	PKA-R2B act	Arrestin-AP2 inh	NSD2 inh	PvdQ inh	Keap1-Nrf2 PPI	RTF Ca sens inh	SR-BI HDL uptake
O=C(O)CCCCCNS(=O)(=O)c1cccc2nsnc12	7	-0.5	0	-9	12	1	-11	-6	-26	-7
Cc1ccc(C)c(NC(=O)CSc2nc3c(c(=O)n2C)SC(C)C3)c1 (centres undefined)	-13	0.8	0	-15	26	nt	7	-1	-2	13
Cc1ccc(N=C2C(=O)Nc3ccccc32)cc1	13	0.3	0	-4	5	-2	-15	1	-4	-13
S=C(NC1CCCCC1)N1CCn2cccc2C1c1cccnc1 (centres undefined)	7	1.2	0	6	18	0	-3	0	-5	-7
O=C(NNc1ccccn1)c1ccc(Cl)nc1	18	0.3	-2	0	0	nt	-10	-1	-7	-18
COc1ccc(-c2csc(N(Cc3ccccc3)C(=O)COc3ccc(Cl)cc3)n2)cc1	-45	6.3	0	-5	-7	13	-12	1	3	45
NS(=O)(=O)c1cc(C(=O)OCC(=O)c2ccc3c(c2)OCCO3)ccc1Cl	-1	2.0	1	-2	-3	-1	-6	-4	-2	1
CC(C)c1ccc(N(C(=O)CNC(=O)c2ccco2)C(C(=O)NC2CCCC2)c2ccncc2)cc1 (centres undefined)	1	1.4	0	-3	20	3	-1	-8	15	-1
CCSc1cc(C)nc2ncnn12	7	-1.0	0	-6	-2	1	-8	-4	-7	-7
Cn1ncc(=S)[nH]c1=S	23	1.5	0	-1	3	3	-17	-2	-2	-23
COc1ccc(CN2CCN(C(=O)CCC(=O)Nc3nnc(C4CCCCC4)s3)CC2)cc1F	-4	-2.5	2	1	14	6	-2	-3	-3	4
COC(=O)N/N=C/c1ccc(-c2cccc(Cl)c2)o1	40	0.8	-2	6	0	1	-10	-3	0	-40
O=C(NCc1ccc2c(c1)OCO2)c1ccc(N2CCCC2=O)cc1	18	-1.5	-4	-1	19	4	0	-1	10	-18
COc1ccc(CCn2c(=O)[nH]c3cc(C(=O)NCCCN4CCOCC4)ccc3c2=O)cc1OC	7	-0.9	-1	6	-1	-1	-7	1	0	-7
O=C(CNS(=O)(=O)c1cccs1)NCCc1ccc(Cl)cc1	nt	-0.5	-1	-3	-3	1	-8	-2	-24	nt
Cc1nc2nc(COc3ccccc3)[nH]n2c(=O)c1C	-14	0.2	2	-1	23	2	-7	-2	-10	14
COc1ccc(C(C(O)C(=O)c2c[nH]c3ccccc23)N2CCN(c3ccc(OC)cc3)CC2)cc1 (centres undefined)	2	-0.8	0	-6	-10	-5	-16	-2	2	-2
CCc1ccc(C2CC(c3cccc(OC)c3)n3nc(N)nc3N2)cc1 (centres undefined)	22	-0.5	5	-4	-1	nt	-6	-4	-2	-22
CN1C(=O)C2(Nc3ccccc3-c3nc4ccccc4n32)c2ccccc21 (centres undefined)	-50	1.0	-1	-2	8	1	-11	3	0	50
COc1ccc(NS(=O)(=O)c2ccc(NC(=O)C(CCSC)NC(N)=O)cc2)cc1 (centres undefined)	nt	1.2	-8	4	-7	nt	-6	-4	-23	nt
COc1ccc(CN2CCN(C(=O)c3ccco3)CC2)cc1OCc1ccccc1	-18	-0.5	3	3	11	3	10	-4	6	18
O=C(C[n+]1ccc2ccccc2c1)c1ccc(NC(=O)c2ccccc2)cc1	12	1.0	0	-12	-10	2	-7	0	11	-12
CCC(C(=O)O)N1C(=O)C2CCCCC2C1=O (centres undefined)	nt	-0.4	1	0	4	3	-5	-3	5	nt
O=C(COC(=O)c1oc2ccccc2c1COc1ccccc1)NCCN1C(=O)CSC1=O	-32	-2.7	-3	-5	1	nt	-12	-6	-18	32
CCCc1nnc(NC(=O)CCC(=O)NC2CCCc3ccccc32)s1 (centres undefined)	31	0.0	2	-10	-8	-2	-6	0	-17	-31
COc1ccc(CCNc2nc(N3CCOCC3)nc(N3CCOCC3)n2)cc1OC	-25	0.3	1	-2	-13	nt	-6	0	0	25
CC1CCN(C(=O)CSc2nc3c(c(=O)n2C)SC(C)C3)CC1 (centres undefined)	9	2.1	-3	4	-9	-3	-1	-3	3	-9
CCN1CCN(C(=O)CS(=O)(=O)Cc2nc(-c3ccc(C)cc3)oc2C)CC1	3	0.3	3	0	-3	nt	-9	-4	-2	-3
CC(=O)N(C)c1nnc(-c2cnccn2)s1	20	-0.9	0	-11	-29	1	-3	-1	3	-20
COc1ccccc1CNC(=O)CCn1c(=O)oc2ccccc21	16	-1.1	-2	-5	-1	nt	-11	-2	-4	-16
O=C(COC(=O)c1ccccc1C(=O)c1ccc(Cl)cc1)NCC1CCCO1 (centres undefined)	-2	-1.2	-1	3	-5	-3	-9	1	0	2
C/C(=N/NC(=O)c1ccoc1C)c1cccc(NC(=O)C(F)(F)F)c1	-9	-1.3	1	3	-9	-2	-2	2	8	9
Cc1ccc(S(=O)(=O)N2CCN(C(=O)c3ccccc3Cc3ccccc3)CC2)c(C)c1	11	-0.2	-1	-5	3	0	-10	6	-1	-11
Cc1cc(=O)oc2cc(OCC(=O)Nc3c(C)n(C)n(-c4ccccc4)c3=O)c(Cl)cc12	16	-0.8	3	1	-8	-4	-5	1	4	-16
COc1cccc2c1[C@@H]1CN(CCCCn3c(=O)[nH]c4c(sc5ncc(-c6ccccc6)nc54)c3=O)C[C@@H]1CO2	-55	-0.7	3	7	-1	nt	-7	1	0	55

Looked up by structure from the list above:
SMILES	SR-BI DiI-HDL act	LANA DNA inh	DAGLB inh	PKA-R2B act	Arrestin-AP2 inh	NSD2 inh	PvdQ inh	Keap1-Nrf2 PPI	RTF Ca sens inh	SR-BI HDL uptake
Cc1cc(=O)oc2cc(OCC(=O)Nc3c(C)n(C)n(-c4ccccc4)c3=O)c(Cl)cc12	16	-0.8	3	1	-8	-4	-5	1	4	-16
O=S(=O)(c1ccc(Cl)cc1)N1CCN(c2ccc(N3CCOCC3)nn2)CC1	-18	-0.1	-2	6	22	2	-7	0	-9	18
CCOC(=O)c1c[nH]n2c(=O)cc(C)nc12	5	-1.0	nt	nt	-4	-3	8	-3	nt	-5
Cc1ccc(S(=O)(=O)N2CCN(C(=O)c3ccccc3Cc3ccccc3)CC2)c(C)c1	11	-0.2	-1	-5	3	0	-10	6	-1	-11
O=C(COC(=O)c1oc2ccccc2c1COc1ccccc1)NCCN1C(=O)CSC1=O	-32	-2.7	-3	-5	1	nt	-12	-6	-18	32

Compounds were not picked by outcome; about 2.1% have a hit in one of these screens.
